HePTP inh = inhibitors of human HePTP phosphatase, primary screen, biochemical, absorbance, leukemia target; Tyrosine-protein phosphatase non-receptor type 7 (Homo sapiens), P35236; recombinant HePTP phosphatase activity, OD absorbance; inhibition, % at 20 µM; actives 0.64% (n = 110,000); AID 521, 2006; in the data active = inhibition above about 50%;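 also: plate controls were vehicle for no effect and reference inhibitor for full effect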
Target sequence (P35236 whole entry, looked up): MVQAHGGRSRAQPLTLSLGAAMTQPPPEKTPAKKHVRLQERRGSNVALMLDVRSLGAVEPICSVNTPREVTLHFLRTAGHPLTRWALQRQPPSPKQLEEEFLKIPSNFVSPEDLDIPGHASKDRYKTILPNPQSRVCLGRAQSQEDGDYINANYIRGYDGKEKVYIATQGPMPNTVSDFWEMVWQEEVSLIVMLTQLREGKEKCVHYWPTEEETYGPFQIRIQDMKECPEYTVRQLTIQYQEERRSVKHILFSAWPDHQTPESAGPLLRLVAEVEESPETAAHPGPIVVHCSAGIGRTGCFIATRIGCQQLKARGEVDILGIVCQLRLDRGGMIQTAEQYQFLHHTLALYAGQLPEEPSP
BAP1 block = inhibitors of BAP1 deubiquitinase, primary screen, biochemical, Ub-AMC fluorescence, kinetic; Ubiquitin carboxyl-terminal hydrolase BAP1 (Homo sapiens), Q92560; recombinant BAP1, Ub-AMC hydrolysis fluorescence kinetic; active compounds read low; activity remaining (% of control), % at 20 µM; actives 0.48% (n = 72,000);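 active = activity remaining at or below 50% of control, provided the compound also passes the data quality filters; inactive = the rest, including low values that fail the filters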;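 also: 100% = DMSO wells rate and 0% = substrate alone blank rate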
An asterisk follows results filed as active; . = not tested or not shown. Outcome played no part in choosing rows; any-hit rate near 0.83%.

Every second line gives: HePTP inh, BAP1 block
#1 CCOC(=O)CCC(=O)Nc1ccccc1C(N)=O
    -5, 99
#2 CC1=C(C(=O)OCCCc2ccccc2)C(c2ccc(Cl)c(Cl)c2)CC(=O)N1 (configuration not stated)
    2, .
#3 C=CCOC(=O)C1=C(C)NC(C)=C(C(=O)OCC=C)C1c1ccc(O)c(OCC)c1
    6, .
#4 OCn1c2ccc(Cl)cc2c2cc(Cl)ccc21
    -9, .
#5 COc1ccccc1N(CC(=O)Nc1ccc(F)c(F)c1)S(C)(=O)=O
    -7, 87
#6 Cc1ccc(NC(=O)c2ccc(C)c(C)c2)cc1
    ., 86
#7 N#Cc1nc(Cc2cccc3ccccc23)oc1NCc1ccc2c(c1)OCO2
    -3, 78
#8 C(=N\Nc1nnc(-c2ccccc2)c(-c2ccccc2)n1)/c1cccnc1
    4, .
#9 Cc1ccc(OCC(=O)Nc2ccc3c(c2)nc(CCN2CCOCC2)n3C)cc1
    10, 89
#10 Cc1ccc(C(=O)Nc2ccc(C)cc2Br)cc1
    ., 163
#11 COc1cc(C2/C(=C(\O)c3ccc(Cl)cc3)C(=O)C(=O)N2c2cccnc2)ccc1O (configuration not stated)
    -8, .
#12 NC(=O)C1CCN(C(=O)c2cc3n(n2)C(C(F)(F)F)CC(c2ccco2)N3)CC1 (configuration not stated)
    18, 96
#13 CN1CCN(C(=S)SCCN2CCCC2=O)CC1
    -16, .
#14 O=C(/C=C/c1ccccc1)NCc1ccc2c(c1)OCO2
    8, .
#15 O=C(CN1CCN(Cc2ccccc2Cl)C1=O)NC1CCCCCCC1
    3, 95

Reformatted: three of the compounds above
| No. | SMILES | HePTP inh | BAP1 block |
| --- | --- | --- | --- |
| 13 | CN1CCN(C(=S)SCCN2CCCC2=O)CC1 | -16 | . |
| 14 | O=C(/C=C/c1ccccc1)NCc1ccc2c(c1)OCO2 | 8 | . |
| 15 | O=C(CN1CCN(Cc2ccccc2Cl)C1=O)NC1CCCCCCC1 | 3 | 95 |

Single values from the entries so far.
Value for #9 in BAP1 block: 89
Value for #11 in HePTP inh: -8
Value for #5 in HePTP inh: -7
Value for #10 in BAP1 block: 163
Value for #2 in HePTP inh: 2

Following part:
Every second line gives: HePTP inh, BAP1 block
#16 CCOc1ccc(N(CC(=O)NCc2cccs2)S(=O)(=O)c2c(C)noc2C)cc1
    1, 89
#17 Cc1sc2nc(SCCCC(=O)NCCO)[nH]c(=O)c2c1C
    7, 80
#18 O=C(NCC(=O)N(c1ccc(F)cc1)C(C(=O)NCC1CCCO1)c1ccccc1)c1ccco1 (configuration not stated)
    10, 123
#19 COc1ccc(N2CCN(Cc3nc4c(c(=O)[nH]c(=O)n4C)n3CC(C)=O)CC2)cc1
    6, 105
#20 CCN(CC(=O)NCc1ccc(F)cc1)CC(O)COCc1cccc(OC)c1 (configuration not stated)
    -2, 100
#21 CCOc1ccc(C(=O)Nc2ccc(C(C)C)cc2)cc1
    3, .
#22 N=c1n(Cc2ccccc2)c2ccccc2n1CC(O)COc1ccccc1 (configuration not stated)
    13, 101
#23 Cc1ccc(S(=O)(=O)N2CCCc3ccccc32)cc1C
    3, .
#24 COc1cc(NC(=O)c2cc3ccccc3o2)c(OC)cc1Br
    10, 48*
#25 CC(C)C(c1nnnn1Cc1cccs1)N1CCN(c2ccccc2)CC1 (configuration not stated)
    4, 85
#26 Cn1nc(C(=O)Nc2ccc(S(=O)(=O)N3CCCCC3)cc2)ccc1=O
    5, 136
#27 NC(=O)NC(c1ccccc1)c1ccccc1Cl (configuration not stated)
    7, .
#28 O=C(NCCCO)C(=O)Nc1nc(C23CC4CC(CC(C4)C2)C3)cs1
    2, .
#29 CC1(C)CC(=O)C(C=NCc2ccc3c(c2)OCO3)=C(O)C1
    8, 104
#30 CCOC(=O)c1c(N(C(C)=O)C(C)=O)sc(=S)n1-c1ccccc1
    10, .

Next section; the last five above are carried over.
Every second line gives: HePTP inh, BAP1 block
#26 Cn1nc(C(=O)Nc2ccc(S(=O)(=O)N3CCCCC3)cc2)ccc1=O
    5, 136
#27 NC(=O)NC(c1ccccc1)c1ccccc1Cl (configuration not stated)
    7, .
#28 O=C(NCCCO)C(=O)Nc1nc(C23CC4CC(CC(C4)C2)C3)cs1
    2, .
#29 CC1(C)CC(=O)C(C=NCc2ccc3c(c2)OCO3)=C(O)C1
    8, 104
#30 CCOC(=O)c1c(N(C(C)=O)C(C)=O)sc(=S)n1-c1ccccc1
    10, .
#31 COCCCNC(=O)c1cn(Cc2c(F)cccc2Cl)nn1
    8, 101
#32 CCn1c(SCC(=O)Nc2nnc(C)s2)nc2c(c1=O)SC(C)C2 (configuration not stated)
    5, 87
#33 O=C1CS/C(=N/N=C/c2c3ccccc3cc3ccccc23)N1
    6, .
#34 Cc1ccc(Cl)cc1NC(=O)c1ccc(CN(c2ccccc2)S(C)(=O)=O)cc1
    1, .
#35 CCOc1ccc(S(=O)(=O)n2ccc(C)n2)c2ccccc12
    2, 125
#36 Cc1cc(C)cc(OCC(=O)Nc2ccc(C)cc2Br)c1
    5, .
#37 CCOC(=O)C1=C(O)/C(=C/c2cccnc2)SC1=Nc1ccc(Cl)cc1
    2, .
#38 Cc1ccc(C2/C(=C(/O)c3ccc(Br)cc3)C(=O)C(=O)N2Cc2ccco2)o1 (configuration not stated)
    10, 83
#39 CCCCOc1cccc(C(=O)Nc2ccc(NC(=O)c3ccco3)c(OC)c2)c1
    1, .
#40 Cc1cc(C(=O)OCC(=O)N2CCN(c3ccccc3)CC2)c2ccccc2n1
    8, 99
#41 CC(=O)Nc1ccc(S(=O)(=O)N2CCN(c3cccc(C)c3C)CC2)cc1
    -3, 92
#42 Cc1cccc2sc(NC(=O)CNS(=O)(=O)c3ccc(Br)s3)nc12
    -11, 80
#43 CCC(=Nc1ccc(N)cc1)C1=C(O)C(C(=O)OC)C(C)(C)CC1=O (configuration not stated)
    1, 96
#44 COc1cc(C(=O)N(CCO)CCO)ccc1OC1OC(COC(C)=O)C(OC(C)=O)C(OC(C)=O)C1OC(C)=O (configuration not stated)
    14, .
#45 O=C(OCCN1CCOCC1)c1ccc2c(c1)OCCO2
    -4, 172

Part of the list above, set out differently:
No. | compound | HePTP inh | BAP1 block
18 | O=C(NCC(=O)N(c1ccc(F)cc1)C(C(=O)NCC1CCCO1)c1ccccc1)c1ccco1 (configuration not stated) | 10 | 123
22 | N=c1n(Cc2ccccc2)c2ccccc2n1CC(O)COc1ccccc1 (configuration not stated) | 13 | 101
16 | CCOc1ccc(N(CC(=O)NCc2cccs2)S(=O)(=O)c2c(C)noc2C)cc1 | 1 | 89
35 | CCOc1ccc(S(=O)(=O)n2ccc(C)n2)c2ccccc12 | 2 | 125

Next part:
Every second line gives: HePTP inh, BAP1 block
#46 O=C(O)CCNc1ccccc1C(=O)O
    ., 148
#47 O=C(NCc1ccccc1)c1cc2nc(-c3cccs3)cc(C(F)(F)F)n2n1
    3, .
#48 CC(C)c1ccc(CNc2cc(N3CCN(S(=O)(=O)c4ccccc4)CC3)ccc2[N+](=O)[O-])cc1
    -15, .
#49 CCOC(=O)C1C(=O)NC(N2CCc3ccccc32)=NC1c1ccccc1 (configuration not stated)
    -8, 153
#50 COC(=O)c1cc(OC)c(OC)cc1N
    6, 159
#51 CC1(C)Cc2cccc(OCC(=O)O)c2O1
    4, 91
#52 O=C(/C=C/c1ccccc1)Nc1ccc(Cl)c([N+](=O)[O-])c1
    -13, .
#53 CCOc1cccc(-c2nnc3sc(-c4cc(OC)c(OC)c(OC)c4)nn23)c1
    6, 72
#54 CC(=O)/C=C(\C)Nc1ncn(-c2ccc(C)cc2)c1C(=O)c1ccccc1
    -9, .
#55 COC(=O)c1c(-c2ccc(Cl)cc2)csc1N
    4, .
#56 CC(=O)NC(N1CCCCC1)C(F)(F)C(F)(F)C(F)(F)C(F)F (configuration not stated)
    4, 98
#57 Nc1ccc(C2=Nc3cccc4cccc(c34)N2)cc1
    11, .
#58 COc1cccc(-c2csc3nnc(SCC(=O)NCc4cccs4)n23)c1
    0, 92
#59 O=C(CCSc1nnc(-c2ccncc2)o1)Nc1ccc(F)cc1
    8, 87
#60 C/C(N)=C(/C#N)C(=O)COC(=O)C(NS(=O)(=O)c1ccc(Cl)cc1)C(C)O (configuration not stated)
    -5, 111

Next records
Every second line gives: HePTP inh, BAP1 block
#61 CCOC(=O)NC(=O)CSc1nc(C)cc(C(F)(F)F)c1C#N
    0, 74
#62 Cc1ccc(N2CC(C(=O)N3CCCc4ccccc43)CC2=O)cc1 (configuration not stated)
    9, 60
#63 COC1=CC(CC(=O)c2ccc(OC)cc2)C(C(=O)c2ccccc2Cl)C=C1OC (configuration not stated)
    95*, .
#64 Cc1nonc1NC(=O)CN1CCCC1
    10, .
#65 COc1ccc(CNC(=O)c2c(C)cc(=O)oc2C)cc1OC
    3, 91
#66 O=C(CSc1nnc2scc(-c3ccc(F)cc3)n12)NCc1ccco1
    4, 92
#67 CC(=O)Nc1cccc(-c2nc3ccccc3c(=O)o2)c1
    9, 103
#68 COc1ccc(OC)c(NC(=O)Cc2nn(C)c(=O)c3ccccc23)c1
    8, 97
#69 CCOC(=O)c1[nH]c(C)c(C(=O)NCc2ccc(C)cc2)c1C
    6, 93
#70 Cc1c(Cl)cccc1N1C(=O)C2C3C=CC(C3=C3CCCCC3)C2C1=O (configuration not stated)
    6, .
#71 CC(C)(C=O)Cc1cc(C(C)(C)C)c(O)c(C(C)(C)C)c1
    ., 86
#72 Cc1ccc(C(=O)N/C(=C\c2cccc([N+](=O)[O-])c2)C(=O)Nc2ccc(C)c(C)c2)cc1
    5, .
#73 CCn1c(C)nc2cc(C(=O)n3cc(C(=O)c4cc(F)ccc4O)cn3)ccc21
    6, 386
#74 Nc1ccc(C(=O)Nc2ccc(-c3nc4cc(N)ccc4o3)cc2)cc1
    ., 63
#75 CC(=O)Nc1c(-c2ccc(C)cc2)nc2ccc(Cl)cn12
    4, .

Remaining list, next part
Every second line gives: HePTP inh, BAP1 block
#76 O=C(COc1ccccc1[N+](=O)[O-])Nc1ccccc1[N+](=O)[O-]
    ., 150
#77 CC1=C(C(=O)OCc2ccccc2)C(c2ccc(F)c(Br)c2)CC(=O)N1 (configuration not stated)
    7, .
#78 CCOc1ccc(NC2=C(Cl)C(=O)N(c3cccc(Cl)c3)C2=O)cc1
    10, .
#79 O=C(CSC1=NCCS1)N1CCOCC1
    12, 116
#80 O=C(Nc1ccc(Cl)cn1)c1cc(I)ccc1Cl
    6, .
#81 CCOC(=O)C1CCN(C(=O)Nc2ccc(Cl)cc2Cl)CC1
    4, .
#82 COc1ccc(-n2nnc3c(=O)n(Cc4cccc(C)c4)cnc32)cc1
    -8, 93
#83 COc1ccc(N2C(=O)C3CCCN3C2c2cccc(OC)c2)cc1 (configuration not stated)
    -6, 89
#84 COc1ccc(C(=O)CSc2nnc(-c3ccco3)n2C)cc1
    8, 89
#85 O=C(c1ccc(CNc2c(N3CCOCC3)c(=O)c2=O)cc1)N1CC=C(c2ccccc2)CC1
    -3, 80
#86 CCCCOCC(O)CN1CCN(C(C)=O)CC1 (configuration not stated)
    -6, 125
#87 CN(C)CCN1C(=O)C(=O)/C(=C(/O)c2ccccc2)C1c1ccc(Cl)cc1 (configuration not stated)
    -7, .
#88 Cn1c2ccccc2c2nnc(SCCN3CCOCC3)nc21
    10, .
#89 Cc1[nH]c2ccccc2c1C=Nc1cccc([N+](=O)[O-])c1C
    7, .
#90 COC(=O)c1ccc(Oc2nc(C)cc(Oc3ccccc3)n2)cc1
    11, 105

Next results follow:
Every second line gives: HePTP inh, BAP1 block
#91 CCOC(=O)c1cnc2c(C(=O)OC)cccc2c1NCCN1CCOCC1
    3, 90
#92 CCC(C)N(CCNC(=O)CC1Oc2ccc(C)cc2NC1=O)C1CCCCC1 (configuration not stated)
    4, 85
#93 C/C(=N\NC(=O)c1cc(C23CC4CC(CC(C4)C2)C3)[nH]n1)c1cccs1
    -6, .
#94 O=C(Nc1ccccc1Oc1ccccc1)C(c1ccccc1)c1ccccc1
    -1, .
#95 Cc1cccc(NC(=O)CC(C)(C)C)c1
    8, 100
#96 CCOC(=O)c1ccc2nc(NC(NC(C)=O)(C(=O)OC)C(F)(F)F)sc2c1 (configuration not stated)
    10, 79
#97 CCOC(=O)N1CCN(CC(=O)Nc2ccc(C)c(Br)c2)CC1
    -5, 101
#98 Cn1c(=O)[nH]c(=O)c2c1nc(N1CCNCC1)n2Cc1cccc2ccccc12
    2, 98
#99 O=C(O)CCCCCN1C(=O)C(=O)/C(=C(\O)c2ccc(Br)cc2)C1c1cccc(F)c1 (configuration not stated)
    -2, .
#100 CSc1ccc(C2C(C#N)=C(N)N(c3ccccc3)C3=C2C(=O)CCC3)cc1 (configuration not stated)
    3, .

Source: PubChem
